GALK inh = qHTS Assay for Inhibitors of Human Galactokinase (GALK) | P51570 | Purified GALK, Kinase-Glo residual ATP luminescence | Potency, µM (top dose mostly 57.5 µM), inactives show at the highest dose activity change, negative = inhibition, usual class: inhibitors | hit rate 0.007% among 270,000 | AID 1868, 2009; also: potency is read from the fitted curve at half-maximal effect; % is scaled to controls: 0 for no effect and ±100 for the full control effect
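The enzyme phosphorylates galactose (100 uM) using ATP (35 uM); inhibition is detected as higher residual ATP, quantified by bioluminescence after 1 h reaction at room temperature, pH 8.0.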
AT treatment = qHTS Assay for Identifying a Potential Treatment of Ataxia-Telangiectasia. […] A-T fibroblasts, KAP-1 phosphorylation AlphaLISA; neocarzinostatin DNA damage 30 min before lysis. Potency, µM (titrated, usually from 57.5 µM), without a hit: at the highest dose activation, actives largely listed as activators. hit rate 0.19% among 320,000. AID 485349, 2010; also: potency is read from the fitted curve at half-maximal effect; % of control where 0% means no effect; nearly all actives have a fitted effect of over 45% in size
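hTERT-immortalized A-T patient fibroblasts ([…]), 500 cells/well in OPTI-MEM, 1% FBS, got compounds for 60 min, then NCS for 30 min at 37C. Lysates were then assayed for phospho-KAP-1 by AlphaLISA (anti-pKAP1 donor, anti-KAP1 acceptor beads), 6 hr at 25C.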
MLL CXXC-DNA inh = qHTS Fluorescence Polarization Assay for Inhibitors of MLL CXXC domain - DNA interaction; Potency, µM (doses to about 115 µM), for the others: top-dose activity change, negative = inhibition, most hits filed as inhibitors; MLL-CXXC / FITC-HOXA9 DNA fluorescence polarization; Histone-lysine N-methyltransferase 2A (Homo sapiens), Q03164; AID 2662, 2010; hit rate 0.037% among 290,000; active = well fitted inhibition curve with a large enough effect in the polarisation, with a control signal flat, not every such curve was filed as active; inconclusive = small, poorly fitted or top-dose-only effect, or effect the other way, or a change in a side signal; inactive = no such curve, though single readings can be large or run the other way; the % refers to the polarisation; also: potency is read from the fitted curve at half-maximal effect
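Purified MLL-CXXC (added from a 7 uM solution) was preincubated 5 min at ambient with pinned compounds in 50 mM Tris-HCl pH 7.5, 50 mM NaCl, 1 mM DTT, 0.05% BSA. Fluorescein-labeled HOX-A9 DNA (50 nM solution) followed, 30 min, then polarization read.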
Chronic BCR inh = qHTS Assay to Find Inhibitors of Chronic Active B-Cell Receptor Signaling. ABC-DLBCL IkBa-CBG/CBR reporter, luminescence ratio, 4 h. Potency, µM (doses to about 46.1 µM), inactives show top-dose ratio change, negative = lower green/red ratio, most hits filed as inhibitors. hit rate 0.05% among 340,000. AID 493014, 2011; active = well fitted inhibition curve with a large enough effect in the signal ratio, with a control signal flat, not every such curve was filed as active; inconclusive = small, poorly fitted or top-dose-only effect, or effect the other way, or a change in a side signal; the % refers to the signal ratio;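 also: potency is read from the fitted curve at half-maximal effect; plate controls were basal doxycycline-induced cells for no effect and cells given 10 µM MG132 for full effect; MG132 reads +100%, hits lower the ratio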
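Concentration-response series (up to 46 uM) were applied to TMD8 dual-reporter cells for 4 h at 37C with doxycycline. Green/red ratio, after filter-overlap correction, defined %Activity; red signal alone was normalised to basal cells and zero luminescence.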
Giardia killer = Small Molecules that selectively kill Giardia lamblia: qHTS; activity change, % at 7.66 µM, hits read low; AID 540267, 2011; hit rate 0.15% among 340,000; Giardia lamblia trophozoite viability; in the data active = activity change below about -80%; inconclusive = between about -30% and that limit;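 also: parasites exposed to compound for two days anaerobically before the ATP read; % is scaled to controls: 0 for no effect and ±100 for the full control effect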
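ATP-content bioluminescence gauges trophozoite survival. Cells (100/well) receive compound and incubate anaerobically for 48 hrs at 37 deg C; detection reagent follows for 15-30 min at room temperature.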
Coupling enz = qHTS Assay for Inhibitors of Fructose-1,6-bisphosphate Aldolase from Giardia Lamblia: Coupling assay counterscreen; hit rate 0.67% among 290,000; activity change, negative = inhibition, % at 58.2 µM, hits read low; coupling enzyme system counterscreen, AmpLite Red fluorescence; in the data active = activity change below about -30%; also: % is scaled to controls: 0 for no effect and ±100 for the full control effect
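Counterscreen of the coupled detection system alone, without aldolase: glyceraldehyde-3-phosphate coupling enzymes plus AmpLite Red readout. Compounds at 57.5 uM final, 10 min RT preincubation, 20 min RT reaction, fluorescence 525/598 nm.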
KCNH2 WT inh = qHTS for Inhibitors of KCHN2 3.1: Wildtype qHTS; Voltage-gated inwardly rectifying potassium channel KCNH2 (Homo sapiens), Q12809; U2OS, BacMam KCNH2, thallium flux FluxOr; hits give low values; activity change, % at 1.84 µM; hit rate 0.37% among 340,000;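 active = maximum activity change below -70%; inconclusive = maximum activity change between -70% and -50%; inactive = maximum activity change above -50%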; also: % is scaled to controls: 0 for no effect and ±100 for the full control effect
Target sequence (Q12809 whole entry, looked up): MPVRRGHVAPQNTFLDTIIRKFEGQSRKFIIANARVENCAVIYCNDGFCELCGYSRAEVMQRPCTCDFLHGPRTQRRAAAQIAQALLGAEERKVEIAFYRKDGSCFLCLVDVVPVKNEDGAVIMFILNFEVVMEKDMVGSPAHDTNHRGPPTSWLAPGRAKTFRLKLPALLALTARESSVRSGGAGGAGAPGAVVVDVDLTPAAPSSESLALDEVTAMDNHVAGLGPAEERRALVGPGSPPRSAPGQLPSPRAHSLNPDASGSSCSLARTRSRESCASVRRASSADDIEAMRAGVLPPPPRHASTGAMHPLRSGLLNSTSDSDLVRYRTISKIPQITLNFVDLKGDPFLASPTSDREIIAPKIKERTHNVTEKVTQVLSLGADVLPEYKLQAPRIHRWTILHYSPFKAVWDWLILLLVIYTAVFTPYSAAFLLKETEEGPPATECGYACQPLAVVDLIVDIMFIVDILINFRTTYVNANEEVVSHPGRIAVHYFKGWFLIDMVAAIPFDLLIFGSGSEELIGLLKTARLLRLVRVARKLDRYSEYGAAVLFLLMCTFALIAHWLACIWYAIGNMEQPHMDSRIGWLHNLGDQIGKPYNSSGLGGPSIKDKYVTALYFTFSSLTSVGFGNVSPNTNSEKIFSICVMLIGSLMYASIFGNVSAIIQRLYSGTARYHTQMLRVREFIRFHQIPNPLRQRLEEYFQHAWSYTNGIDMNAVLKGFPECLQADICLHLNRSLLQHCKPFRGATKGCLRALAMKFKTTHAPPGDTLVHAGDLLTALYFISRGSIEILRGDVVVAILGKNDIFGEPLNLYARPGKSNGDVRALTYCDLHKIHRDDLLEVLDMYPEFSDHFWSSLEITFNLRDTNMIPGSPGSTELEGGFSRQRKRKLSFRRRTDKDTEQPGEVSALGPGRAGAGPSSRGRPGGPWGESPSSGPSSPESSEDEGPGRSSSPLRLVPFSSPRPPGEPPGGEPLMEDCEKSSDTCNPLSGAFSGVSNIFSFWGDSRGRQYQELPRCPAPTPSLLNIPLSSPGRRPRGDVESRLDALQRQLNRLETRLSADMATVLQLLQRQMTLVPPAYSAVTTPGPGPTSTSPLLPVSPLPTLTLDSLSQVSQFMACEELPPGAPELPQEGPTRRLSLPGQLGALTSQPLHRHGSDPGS
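U2OS cells were transduced with wild-type KCNH2 virus (2.03 x 10^8 / mL) for 4 h at room temperature, then cultured overnight at 37 C. Thallium flux was read with FluxOr dye. Rate constants were normalized to DMSO controls.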
TCR activator = Activators of T cell receptors: qHTS campaign | primary human leukocytes, anti-CD3, IL-2 HTRF, 48 h | Potency, µM (titrated, usually from 9.22 µM), inactives show at the highest dose activation of IL-2 secretion, most hits filed as activators | 330,000 tested, under 10 active; also: % of control where 0% means no effect
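Primary human leukocytes receive a-CD3 beads and test compound and are incubated 48 hr. Secreted IL-2 is then assayed by HTRF, measuring 665nm acceptor emission after 320nm excitation of the europium donor.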
TSHR antag = Antagonists of the Thyroid Stimulating Hormone Receptor: HTS campaign; TSHR-expressing cells, TSH-stimulated cAMP HTRF, 2 h; hits give low values; activity change, negative = inhibition, % at 11.5 µM; hit rate 0.2% among 330,000; AID 504810, 2011;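 active = activity change below a set negative limit, meaning inhibition stronger than a set level, cut at about -70% in these data; inconclusive = activity change between two set negative limits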; also: % is scaled to controls: 0 for no effect and ±100 for the full control effect
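Inhibition of cAMP made by TSHR-expressing cells under TSH stimulation (4nM final, EC80; 2 h, 37 deg C) is quantified with a one-step lysis HTRF kit, anti-cAMP cryptate versus cAMP-d2.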
Tb PFK block = qHTS Assay to Find Inhibitors of T. brucei phosphofructokinase; hit rate 0.17% among 330,000; ATP-dependent 6-phosphofructokinase (Trypanosoma brucei brucei), O15648; T. brucei PFK, ADP-Glo luminescence; AID 485367, 2010; Potency, µM (highest dose often 57.5 µM), inactives show at the highest dose activity, negative = inhibition, usual class: inhibitors;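 also: potency is read from the fitted curve at half-maximal effect; 0% = uninhibited 1x PFK enzyme wells and -100% = no-enzyme wells; nearly all actives have a fitted effect of over 60% in size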
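Activity is normalized to no-enzyme wells (full inhibition) and 1.25 nM enzyme wells (no inhibition). Reaction: 0.5 mM F6P, 0.1 mM ATP, 45 min RT, ADP-Glo luminescence; concentration-response curves fitted and classed by quality.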
* = called active by the depositor; u = inconclusive; x = no result given; [ ] = remark or other dose. Unless noted, calls follow the shape of the dose curve; as a rule, active = well fitted curve in the direction sought with a large enough effect; inconclusive = small, poorly fitted or top-dose-only effect, or another doubt; inactive = no such curve, though single readings can be large; an effect the other way counts as inactive or inconclusive.

SMILES	GALK inh	AT treatment	MLL CXXC-DNA inh	Chronic BCR inh	Giardia killer	Coupling enz	KCNH2 WT inh	TCR activator	TSHR antag	Tb PFK block
N#Cc1cccc(NC(=O)Cn2c3[n+](c4ccc(C(F)(F)F)cc42)CCCCC3)c1	2%	23%	0%	2%	-9	1	-13	6%[46.1 µM]	4	5%
CCCn1c(C)nc2cc(Cl)c(N3CCN(c4nc(-c5ccc(C)cc5)cs4)CC3)cc21	x	1%	8%	7%	9	0	12	-9%	-14	-4%
COc1ccccc1C(=O)NC(=O)OCCn1c(C)cnc1[N+](=O)[O-]	2%	-2%	-1%	-1%	-82*	0	0	-2%	-8	-1%
CC(=O)c1ccc(NC(=O)c2ccn(C(=O)OCC(C)C)n2)cc1	2%	8%	32%	-9%	-11	1	-2	3%[46.1 µM]	-6	-10%
COc1ccc(OCCC(=O)OCC(=O)NC(=O)NC(C)(C)C)cc1	0%	0%	2%	u	21	3	7	-23%	9	-2%
Cc1ccc(-c2nnn(CC(=O)N(CC(=O)NCc3ccccc3)c3cccc(C)c3C)n2)o1	-2%	-3%	26%	-4%	2	0	-5	-2%	0	-9%
COc1ccc(NC(=O)CCNS(=O)(=O)c2ccc(Cl)c([N+](=O)[O-])c2)cc1S(N)(=O)=O	-1%	-1%	-19%	-1%	0	0	12	-1%	-6	0%
COc1ccc(NC(=O)Cn2nnc(-c3ccccc3NC(=O)c3ccco3)n2)cc1	0%	3%	15%	-2%	20	2	-5	-2%	-7	5%
CCN(CC)c1ccc(CN2CCC(C(=O)NCc3ccc(C)cc3)CC2)cc1	1%	0%	-8%	2%	5	8	16	-4%	2	0%
CCC(=O)Nc1nnc(S(=O)(=O)N2CCCC2)s1	x	-2%	-4%	-5%	-25	0	21	-7%	-1	-2%
Cc1ccsc1/C=N\Nc1cn[nH]c(=O)c1Cl	-2%	-3%	12%	u	1	1	3	-2%	5	-3%
Cc1ccc(-c2nnc(NC(=O)c3ccco3)o2)c(C)c1	x	2%	x	u	-19	x	1	3%	21	11%
COc1ccc(NC(=O)CNC(c2ccccc2)c2ccccc2)cc1Cl	5%	1%	-5%	8%	-5	-2	-7	6%	-12	-1%
CC(C)(C)c1csc(NC(=O)C2COc3ccccc3O2)n1 (stereo not drawn)	4%	x	-3%	3%	-27	x	-1	-2%	-27	4%
N#C/C=C/C(=C\Nc1ccc(Cl)cc1)S(=O)(=O)c1ccccc1	-3%	-20%	u	-11%	-19	1	-1	-4%	-5	-3%
CCN(CC(=O)Nc1ccccc1C(F)(F)F)C(=O)c1oc2ccc(OC)cc2c1C	x	4%	x	u	14	x	0	-4%	-7	-1%
COc1ccc(C)cc1S(=O)(=O)N1c2ccc(C)cc2C2CN(C)CCC21 (stereo not drawn)	x	3%	x	-1%	-15	x	12	-6%	-4	0%
CCCCN1C(=O)/C(=C/C=C2\SCCN2C)SC1=S	1%	-3%	u	u	7	-4	-8	5%	-4	-6%
O=C(O)CCSc1nc2ccccc2s1	-2%	5%	5%	8%	8	8	28	x	-12	0%
CCOc1ccc(OCCN2C(=O)c3ccccc3C2=O)cc1	-4%	-8%	8%	-4%	38[activator]	x	17	3%	0	u
COC(=O)c1ccc(NC(=O)c2nc(S(=O)(=O)Cc3cccc(C)c3)ncc2Cl)cc1	2%	-17%	19%	u	9	-6	0	0%	u	-7%
COc1cccc(OC)c1C(=O)Nc1ccc(C(=O)NCc2ccccc2)cc1	0%	-1%	-6%	-1%	15	2	-1	2%	-7	4%
COc1ccc(C)cc1NC(=O)CN(C)S(=O)(=O)c1cc(C)ccc1OC	1%	-4%	7%	u	-2	1	-5	7%[46.1 µM]	3	0%
CCc1nnc(NC(=O)CSc2nc3c(C)cccc3[nH]2)s1	x	-1%	0%	u	12	0	2	-28%	1	12%
CC1(c2ccccc2Cl)NC(=O)N(CC(=O)Nc2cccnc2Cl)C1=O (stereo not drawn)	x	1%	x	3%	0	x	-12	0%	-4	-1%
Cc1nnc(SCC(=O)Nc2nccs2)s1	-4%	4%	2%	u	4	2	-3	-5%[46.1 µM]	9	0%
COc1nc(N)nc2nc[nH]c12	x	-3%	5%	-3%	5	-2	3	2%	3	2%
CCC1CCCCN1C(=O)N[C@@H](CCSC)C(=O)OC (stereo partly drawn)	0%	1%	-3%	0%	0	-2	-1	-4%	-14	1%
Cc1ccc(S(=O)(=O)N(C)c2ccccc2)cc1	-1%	5%	5%	u	3	-4	0	2%	-15	0%
c1cnc(SCCOc2cccc3ccccc23)nc1	0%	23%	7%	u	-1	-6	-22	-4%	-10	5%
CC(=O)N1CCN(CCN=CC2=C(O)CC(c3ccco3)CC2=O)CC1 (stereo not drawn)	1%	0%	0%	u	25	-3	-8	-2%	23	-9%
Cc1cc(Br)c2nc3c(c(C(=O)O)c2c1)CCCCC3	1%	1%	6%	-5%	14	-4	2	-23%[46.1 µM]	393	12%
CCCN(CC1CC1)C(=S)Nc1ccccc1F	-1%	8%	12%	-13%	0	1	-7	0%	-30	-7%
O=S(=O)(Nc1cccc(S(=O)(=O)N2CCCCCC2)c1)c1ccc(F)cc1F	x	-1%	x	9%	-14	x	0	2%	-12	2%
CN(C)c1nnc(-c2ccc(Cl)cc2)o1	1%	-5%	7%	1%	10	-4	-8	0%	-1	-4%
CS(=O)(=O)N1N=C(c2ccccc2)CC1c1ccc2c(c1)OCO2 (stereo not drawn)	x	-14%	u	u	9	4	-6	-10%[46.1 µM]	9	0%
CC(NC(=O)c1ccc2c(=O)n3c(nc2c1)CCC3)c1ccc(S(N)(=O)=O)cc1 (stereo not drawn)	x	32%	x	-1%	4	x	-7	x	-4	3%
CC(C)CCN1CCN(C2CSCCSC2)CC1CCO (stereo not drawn)	-2%	1%	1%	-42%	-4	4	6	0%	23	-2%
COC(=O)CSc1nnc(-c2ccc(S(=O)(=O)N3CCC(C)CC3)cc2)o1	0%	-5%	-10%	5%	2	1	-1	5%	-16	5%
COC(=O)c1cc(NS(=O)(=O)c2ccc(NC(C)=O)cc2)cc(C(=O)OC)c1	2%	-6%	2%	-10%	-6	5	-2	-2%	-2	-6%
CCOc1ccc2nc(Cl)c(C3CC(c4ccccc4)=NN3C(=O)c3cccs3)cc2c1 (stereo not drawn)	3%	2%	-11%	u	38[activator]	1	1	0%[46.1 µM]	37	-13%
O=C1CC(NS(=O)(=O)c2cccnc2)CN1c1ccccc1 (stereo not drawn)	x	-6%	x	-5%	8	x	-2	3%	6	0%
CN(C)CCC(=O)c1ccc2c(c1)OCO2	11%	-11%	24%	u	3	-2	-1	-4%	-7	-26%
Cc1ccc(NC(=O)CCn2cc(C(F)(F)F)ccc2=O)cc1	-2%	5%	10%	5%	11	-1	4	2%	-2	1%
O=C(CN1C(=O)NC2(CCCCCC2)C1=O)Nc1ccc(S(=O)(=O)N2CCOCC2)cc1	-1%	5%	2%	8%	5	-5	-8	0%	-5	0%
COc1ccc(NC(=O)C2=C(C)NC(=S)NC2c2ccc(O)c(OC)c2)cc1 (stereo not drawn)	0%	5%	-2%	6%	12	0	-21	x	-4	-4%
CNC(=S)N(CCc1c(C)[nH]c2ccccc12)Cc1cc(OC)c(OC)c(OC)c1	x	20%	12%	-4%	-10	-3	-15	-4%	-3	-2%
Cc1ccc(NC(=S)N(CCCN2CCOCC2)Cc2ccco2)cc1Cl	1%	5%	1%	-1%	-14	5	26	1%[46.1 µM]	-6	-3%
CC(=O)Nc1ccccc1OCC(=O)NC(C)c1ccccc1 (stereo not drawn)	1%	7%	2%	u	-8	-2	x	1%[46.1 µM]	10	1%
O=C1c2ccccc2-c2nnc(-c3ccc(O)cc3)cc21	-5%	-3%	11%	u	0	-2	-13	-6%	-3	16%
CC(C)N1CC(C(=O)Nc2cccc([N+](=O)[O-])c2)CC1=O (stereo not drawn)	-6%	17%	-3%	0%	9	0	8	x	0	1%
OCCC1CN(Cc2cccc3c2OCO3)CCN1C1CCCC1 (stereo not drawn)	0%	-2%	4%	5%	10	1	-1	-2%	7	0%

From PubChem
